Assay outcomes from PubChem BioAssay.
RmlCD inh 1536 – M. tuberculosis RmlC/RmlD coupled enzyme inhibitors, primary screen, biochemical, compound mixtures, 384-well, from 1536-well plates; dTDP-4-dehydrorhamnose reductase (Mycobacterium tuberculosis (strain ATCC 25618 / H37Rv)) …; RmlC+RmlD coupled enzyme assay, percent inhibition; primary screen in compound mixtures; inhibition, % at 3.6 µM; hit rate 0.03% among 160,000; in the data active = inhibition mostly above about 34%, no sharp cut-off; inconclusive = no clear call, values can overlap the other calls; inactive = mostly below about 22%; also: some results filed as inactive read as strong as hits
Target sequence (P9WH09 whole entry, looked up): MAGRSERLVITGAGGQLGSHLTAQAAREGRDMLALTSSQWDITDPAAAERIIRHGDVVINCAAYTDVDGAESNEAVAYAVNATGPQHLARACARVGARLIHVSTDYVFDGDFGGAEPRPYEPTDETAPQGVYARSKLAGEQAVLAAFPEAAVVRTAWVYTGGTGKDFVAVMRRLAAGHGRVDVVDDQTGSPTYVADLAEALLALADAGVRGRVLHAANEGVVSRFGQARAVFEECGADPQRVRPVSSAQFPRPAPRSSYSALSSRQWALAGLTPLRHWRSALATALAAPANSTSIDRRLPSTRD
Target sequence (P9WH11 whole entry, looked up): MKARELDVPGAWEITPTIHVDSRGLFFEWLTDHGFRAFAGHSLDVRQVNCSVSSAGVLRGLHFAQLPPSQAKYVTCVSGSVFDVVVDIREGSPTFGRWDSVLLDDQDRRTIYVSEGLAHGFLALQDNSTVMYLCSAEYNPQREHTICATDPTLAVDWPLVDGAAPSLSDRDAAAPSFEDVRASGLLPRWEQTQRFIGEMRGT
GlmU inhibition – inhibition of mycobacterial GlmU enzyme – biochemical, glucosamine-1-phosphate acetyltransferase (AID 1376). Bifunctional protein GlmU (Mycobacterium tuberculosis (strain ATCC 25618 / H37Rv)). M. tuberculosis GlmU acetyltransferase enzyme assay; higher % means a stronger effect. hit rate 0.25% among 220,000. one-dose inhibition, %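 (tested at 30 µM in the primary screen)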; IC50 in µM for titrated hits; in the data active = inhibition above about 13%; inconclusive = no clear call, values can overlap the other calls;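 also: 0% = complete reaction with vehicle and 100% = reaction without substrate; strong numbers were not always called active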
* hit, by the source's call; ? = inconclusive; / = no result given. This is a subset; count on the stated rates, not on these rows.

SMILES | RmlCD inh 1536 | GlmU inhibition
O=C(c1ccco1)N1CCN(C(=O)c2ccc(COc3ccc(Cl)cc3Cl)o2)CC1 | / | 11%
Cc1ccccc1C(=O)/C=C1/SCC(=O)N1C | -6 | -4.6%
S=C(NCCc1ccccc1)Nc1ccc(Cl)cc1 | -33 | 6.8%
CCNC(=O)Cc1c(OC)ccc2cc(Br)ccc12 | 9 | -4.3%
Cc1csc(NC(=O)CCNC(=O)c2ccccc2Cl)n1 | -12 | -5.2%
COc1ccc(-c2nnc(SCC(=O)NC(=O)NCc3ccco3)o2)cc1 | / | 5.4%
O=C(CNC(=O)c1ccccc1F)OCc1nc2ccccc2s1 | 18 | -6.6%
COc1cc(C(=O)NCC(=O)OCc2ccccc2Cl)cc(OC)c1OC | -10 | 0.1%
COc1ccc(C2NC3=C(CCC3)C3(C#N)C4(N=C(N)C23C#N)OCCO4)cc1 (configuration not stated) | 9 | 1.7%
CC(C)(C)c1ccccc1OCCOCCN1CCCCCC1 | -9 | 2.2%
CC(=O)Nc1ccc(OC(=O)c2cc([N+](=O)[O-])ccc2Cl)cc1 | 9 | 4.9%
Cc1ccc(NC(=S)N/N=C2\CC(C)(C)Oc3ccc(O)cc32)cc1 | 3 | 0.6%
COc1ccc(-c2cnc(SCC(=O)Nc3cc(C)on3)n2Cc2ccco2)cc1 | -6 | /
COc1cc([N+](=O)[O-])ccc1NC(=O)/C=C/C(=O)O | 2 | 2.4%
O=C(O)Cn1c(SC2CCCCC2)nc2ccccc21 | -7 | 3.4%
CCOC(=O)CN1C(=O)C2(C(C#N)=C(N)Oc3ccccc32)C(C(=O)OC)=C1C (configuration not stated) | 12 | 0.7%
O=C(CS(=O)(=O)c1ccccc1)Nc1ccccn1 | -6 | -0.2%
COCCn1c(COc2ccc(OC)cc2)nc2ccccc21 | / | -0.6%
CCCCCCn1c(N)c(C#N)c2ccc([N+](=O)[O-])cc2c1=O | 20 | -2.8%
Cc1ccc(S(=O)(=O)Nc2nc3ccccc3nc2N2CCN(c3ccccc3F)CC2)cc1 | / | -0.8%
O=C(CSc1nnc(CNC(=O)c2ccccc2F)o1)c1ccccc1 | / | 5.4%
Cc1cccc(NC(=O)c2nc[nH]c2C(=O)N[C@@H](C)C(=O)OCc2ccccc2)c1 | -9 | 1.2%
Cc1ccnc(NS(=O)(=O)c2ccc(NC(=O)CSc3nc(-c4ccccc4)cc(=O)[nH]3)cc2)n1 | 3 | -0.1%
Cc1cc(C)c(S(=O)(=O)NCCOc2ccccc2)c(C)c1-n1cnnn1 | -10 | 1.4%

Compound profiles, from the list above.
`COc1cc([N+](=O)[O-])ccc1NC(=O)/C=C/C(=O)O` as listed: RmlCD inh 1536: 2; GlmU inhibition: 2.4%
`Cc1ccc(S(=O)(=O)Nc2nc3ccccc3nc2N2CCN(c3ccccc3F)CC2)cc1` as listed: RmlCD inh 1536: /; GlmU inhibition: -0.8%

Continuation.
SMILES | RmlCD inh 1536 | GlmU inhibition
Cc1c(C(=O)O)oc2ccc(S(=O)(=O)N3CCC(C)CC3)cc12 | 0 | 2.8%
COc1ccc2nc3sc(C(=O)NCCCN4CCc5ccccc5C4)cc3cc2c1 | -9 | 5.0%
CCN1CCCC1CNC(=O)C(=O)NC(C)C (configuration not stated) | -16 | 1.7%
CCOC(=O)Cn1c(=O)c(-c2cc(Br)ccc2N)nc2ccccc21 | -12 | -0.5%
COc1ccc2nc(N(CCN(C)C)C(=O)/C=C/c3cccs3)sc2c1 | 0 | -2.1%
COC(=O)c1cc(Br)c(=O)n(Cc2ccc(OC)c(OC)c2)c1 | / | 2.9%
Cc1ccc2c(Cn3cc(C(F)(F)F)cc(Cl)c3=O)cc(=O)oc2c1 | 44 | 3.3%
O=C1/C(=C\c2cc3c(cc2Cl)OCO3)N2CCC1CC2 | / | -1.6%
C/C(=N\NC(=O)Cn1nnc2ccccc21)c1ccco1 | / | 4.2%
COC(=O)c1ccc2c(=O)n(CCCCCC(=O)NCc3ccccc3)c(=O)[nH]c2c1 | -2 | 4.6%
COc1ccc(OC)c(NS(=O)(=O)c2cc(OC)ccc2OC)c1 | -5 | 1.4%
O=C(O)c1ccc(-n2cccc2)cc1O | -9 | 4.9%
Cc1cccc(-n2ccnc2CN2CCN(C(C)C)C(CCO)C2)c1 (configuration not stated) | 4 | -0.6%
c1ccc(Cc2nn3c(Cn4cnc5ccccc54)nnc3s2)cc1 | / | 5.9%
CN(C)c1ccc(C(c2nnnn2C(C)(C)C)N2CCc3ccccc3C2)cc1 (configuration not stated) | / | 1.7%
CCOC(=O)c1cc([N+](=O)[O-])sc1NC(=O)CC | 4 | 3.6%
COc1ccc(N(CC(=O)NC2CCCC2)C(=O)Cn2nnc(-c3ccc(C)cc3)n2)cc1OC | / | 4.5%
O=c1oc2ccccc2c(O)c1C(c1ccccn1)c1c(O)c2ccccc2oc1=O | -6 | 152µM*
CCc1ccc(C(=O)COC(=O)C(CCSC)NC(=O)C23CC4CC(CC(C4)C2)C3)cc1 (configuration not stated) | -3 | -4.2%
CC1=N/C(=C/c2cccnc2)C(=O)O1 | 30 | -4.5%
COc1cccc2c1OCC(C(=O)OCc1cccnc1)=C2 | 3 | 0.4%
COc1cc(/C=N/N(C)C)cc(Br)c1O | 6 | -1.4%
Cc1nc2ccccn2c1C(=O)NCc1ccc2c(c1)OCO2 | -8 | 1.8%
Cc1ccc(NC(=O)C2C(C(=O)O)C3C=CC2C32CC2)cc1 (configuration not stated) | -3 | -1.7%
CCc1ccc(N(C(=O)CNC(=O)c2cccs2)C(C(=O)NC(C)(C)C)c2cc(OC)c(OC)c(OC)c2)cc1 (configuration not stated) | ? | 2.3%
CCOc1ccccc1NC(=O)c1nc[nH]c1C(=O)Nc1ccccc1OCC | -3 | 2.0%
COc1ccccc1S(=O)(=O)CC(O)COc1ccc(F)cc1Cl (configuration not stated) | 14 | 0.9%
CCOC(=O)c1cc2sccc2n1Cc1ccccc1 | -7 | -1.2%
O=C1/C(=C\c2ccc(-c3ccccc3[N+](=O)[O-])o2)C(c2ccccc2)=NN1c1ccccc1 | / | -0.8%
CC(C)(/C=N/O)/[N+]([O-])=C/c1ccco1 | / | -4.7%
CC(C)OP(=O)(CCP(=O)(OC(C)C)OC(C)C)OC(C)C | / | 4.1%
Nc1nc2ccccc2nc1N | / | -2.7%
COc1cc(Cn2c(-c3nonc3N)nc3ccccc32)ccc1C | -7 | 2.0%
COCCn1c(-c2ccccc2F)n[nH]c1=S | 11 | 3.4%
COCCn1nnnc1C(c1cc2cc(C)ccc2[nH]c1=O)N1CCc2ccccc21 (configuration not stated) | / | -4.7%
Cc1ccc2oc3c(c(=O)c2c1)C(c1cccc(O)c1)N(c1ccccn1)C3=O (configuration not stated) | -8 | 1.0%
Cc1ccccc1Cn1nc(C)c(NC(=O)C2(C)CC2(Cl)Cl)c1C (configuration not stated) | 2 | 3.4%
Cc1ccc(C)c(CN2C(=O)c3ccccc3S(=O)c3ccc(C(=O)N4CCN(c5ccccn5)CC4)cc32)c1 (configuration not stated) | 3 | 5.2%
Cc1ccc(C(=O)N2C(=O)C(c3ccccc3)Oc3ccccc32)cc1 (configuration not stated) | -11 | 5.7%
Cc1cc(C)c(S(=O)(=O)c2cccc(Cl)c2)c(Cl)n1 | -15 | -4.0%
O=C1NCCN(Cc2ccc(Cl)c(F)c2)C1CC(=O)N1CCCCO1 (configuration not stated) | -2 | 2.9%
c1ccc(Nc2nc(-c3cccnc3)cs2)nc1 | -4 | -4.9%
CCCc1cc2c(cc1NC(=O)c1ccccc1C)OCO2 | 4 | -5.0%
COc1ccc(NC(=O)c2cnn3c(C(F)(F)F)cc(-c4ccco4)nc23)cc1OC | 4 | -1.1%
COc1ccc(C(C)=O)cc1CC(C(=O)c1ccc(C)cc1)N(C)C (configuration not stated) | -6 | -3.4%
CN(c1ncc(C(F)(F)F)cc1Cl)n1cc(C(N)=O)c2ccccc2c1=O | / | 2.3%
CCN1CCN(C(=O)CCNC(=O)Cn2ccc3ccccc3c2=O)CC1 | 4 | -1.7%
CCOC(=O)C[C@H]1c2ccc(C(F)(F)F)cc2S(=O)(=O)N1C(C)(C)C | / | -0.9%

A different layout for part of the listing above:
| Molecule | RmlCD inh 1536 | GlmU inhibition |
| --- | --- | --- |
| O=C(O)Cn1c(SC2CCCCC2)nc2ccccc21 | -7 | 3.4% |
| CCOC(=O)CN1C(=O)C2(C(C#N)=C(N)Oc3ccccc32)C(C(=O)OC)=C1C (configuration not stated) | 12 | 0.7% |

(continued)
SMILES | RmlCD inh 1536 | GlmU inhibition
CCNC(=S)NNC(=O)c1cc(-c2cc(C)ccc2C)nc2ccccc12 | / | 3.5%
COc1ccc(OC)c(/C=N/NC(=O)c2ccc(Cn3cc([N+](=O)[O-])cn3)o2)c1 | 3 | -3.1%
CCC1CCCCN1C(=O)CSc1nc(C)cc(C)n1 (configuration not stated) | -6 | -0.4%
Cc1csc(NC(=O)c2cc3c(s2)CCCCC3)n1 | / | -2.9%
Cc1cc(=O)oc2cc(OC(=O)c3cncc(Br)c3)ccc12 | -9 | -5.7%
Cc1cccc(-n2c(O)c(C=Nc3ccccc3O)c3ccccc3c2=O)n1 | 16 | -0.8%
COc1ccccc1N1CCN(C2CCN(S(=O)(=O)c3ccc(NC(C)=O)cc3)CC2)CC1 | -9 | 1.5%
CC1SC(c2ccccc2)N(CC(O)c2ccc([N+](=O)[O-])cc2)C1=O (configuration not stated) | -15 | 0.4%
C/C(=N/NC(=O)CC(=O)N/N=C(\C)c1ccc([N+](=O)[O-])cc1)c1ccc([N+](=O)[O-])cc1 | 11 | -5.8%
COc1cccc(CNC(=O)c2ccccc2N)c1 | ? | -4.6%
Cc1ccc(NC(=O)CCCC(=O)O)c(Br)c1 | -10 | -1.6%
COc1ccc(-n2c(N)c(C(=O)Nc3c(C)n(C)n(-c4ccccc4)c3=O)c3nc4ccccc4nc32)cc1 | / | 3.5%

A second format for some results above:
> CC(C)OP(=O)(CCP(=O)(OC(C)C)OC(C)C)OC(C)C
  RmlCD inh 1536: /
  GlmU inhibition: 4.1%
> Nc1nc2ccccc2nc1N
  RmlCD inh 1536: /
  GlmU inhibition: -2.7%
> COc1cc(Cn2c(-c3nonc3N)nc3ccccc32)ccc1C
  RmlCD inh 1536: -7
  GlmU inhibition: 2.0%
> COCCn1c(-c2ccccc2F)n[nH]c1=S
  RmlCD inh 1536: 11
  GlmU inhibition: 3.4%

New compounds follow.
SMILES | RmlCD inh 1536 | GlmU inhibition
CCCOC(=O)c1ccc(NC(=O)CCOc2ccccc2)cc1 | / | 1.5%
O=C(O)CSc1cc(C(=O)c2ccccc2O)cn2c(=O)c3c4c(sc3nc12)CCCC4 | / | 0.7%
O=C(CCN1CCCCCC1)c1ccccc1 | / | 2.9%
CCOc1ccccc1NC(=O)C(OC(=O)c1ccccc1O)c1ccccc1 (configuration not stated) | 5 | 1.8%
Cc1ccc(/C=C2\NC(=S)NC2=O)cc1[N+](=O)[O-] | -7 | 2.9%
C/C(CC(=O)N1CCN(C=O)CC1)=N\NC(=O)c1cc2ccccc2cc1O | -7 | 3.7%
CCc1ccc(NC(=S)N(Cc2cccc(Br)c2)CC2CCC(C(=O)O)CC2)cc1 (configuration not stated) | 9 | -5.8%
O=C(NCc1ccc(F)cc1)c1ccc(CS(=O)(=O)Cc2ccccc2F)o1 | / | 0.4%
Cc1cc(C2C(C#N)=C(N)OC3=C2C(=O)CCC3)c(C)s1 (configuration not stated) | 9 | 0.9%
O=C(NCCSCc1ccco1)c1ccc(CN2CCOCC2)cc1 | 5 | -2.5%
CCCn1c(SCC(=O)c2cc(OC)ccc2OC)nc2c1c(=O)n(C)c(=O)n2C | / | -0.1%
N#Cc1c(NC(=O)Cn2c(=O)oc3ccccc32)oc(-c2ccccc2)c1-c1ccccc1 | -9 | -0.1%
CC(=NC1CC1)c1c(-c2ccccc2)[nH]n(-c2nc3ccccc3s2)c1=O | 8 | 0.1%
Cc1c(Cl)cccc1NC(=O)CSc1nnc(CCNC(=O)OC(C)(C)C)o1 | / | 1.0%
CN(C)C1(c2nnnn2-c2ccc(Cl)cc2)CCCCC1 | 10 | -0.6%
O=C(O)c1ccc2c3c(cccc13)C(=O)N(OS(=O)(=O)c1ccccc1)C2=O | 6 | 3.2%
Cc1sc2nc(CSCC(=O)Nc3c(Cl)cccc3Cl)[nH]c(=O)c2c1C | 10 | -1.8%
COc1ccc(-c2cc(=O)oc3cc(OCC(=O)c4cccc([N+](=O)[O-])c4)ccc23)cc1 | 3 | 3.1%
COc1ccc(-c2nnn(CC(=O)c3ccc4c(c3)OCCO4)n2)cc1OC | -6 | 6.5%
COc1cc(/C=N/O)ccc1OCc1ccc(Cl)cc1 | 3 | -2.2%
Cn1c(=O)c2c(ncn2Cc2ccc(Cl)c(Cl)c2)n(C)c1=O | / | 0.8%
CCO/N=C(/c1nonc1N)N1CCN(c2ccc([N+](=O)[O-])cc2)CC1 | -1 | -4.2%
O=C(O)c1cccc(NC(=O)c2cn(-c3ccccc3)nc2-c2cc3ccccc3o2)c1 | -2 | 5.0%
c1ccc(-n2cnnc2SCc2cn3ccccc3n2)cc1 | 6 | -0.8%
Cc1ccc(C)c(Oc2coc3cc(OC(=O)c4cccs4)ccc3c2=O)c1 | / | -6.3%
Cc1ccc(C)c(NC(=O)C2CCCN2/C=C/C(=O)C(F)(F)F)c1 (configuration not stated) | 10 | 2.0%
NC(=O)c1ccc(Oc2cccc3cccnc23)c([N+](=O)[O-])c1 | -5 | 0.4%
COc1ccc(NS(=O)(=O)c2ccc(N3C(=O)CCC3=O)cc2)cc1 | -7 | 0.7%
